FBPA Giardia inh – Giardia lamblia aldolase inhibition | A8B2U2 | actives 0.71% (n = 290,000) | Potency, µM (doses to about 59.6 µM), for the others: at the top dose activity, negative = inhibition, most hits filed as inhibitors | AID 2451 | purified Giardia FBPA; note: potency is the fitted concentration of half-maximal effect; % is set by controls: 0 for no effect and ±100 for the full control effect; nearly all actives have a fitted effect of over 55% in size
Target sequence (A8B2U2 whole entry, looked up): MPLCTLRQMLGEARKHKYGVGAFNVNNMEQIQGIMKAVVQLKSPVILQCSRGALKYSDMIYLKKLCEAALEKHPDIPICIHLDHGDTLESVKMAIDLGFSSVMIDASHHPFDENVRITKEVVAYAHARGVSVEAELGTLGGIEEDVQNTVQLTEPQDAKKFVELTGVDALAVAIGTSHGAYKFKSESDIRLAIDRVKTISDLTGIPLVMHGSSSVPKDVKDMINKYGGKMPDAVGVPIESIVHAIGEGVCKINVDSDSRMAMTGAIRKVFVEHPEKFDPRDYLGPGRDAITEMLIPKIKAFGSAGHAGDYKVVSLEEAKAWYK
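Giardia FBPA (40 nM reagent) was preincubated 10 min at RT with compound (up to 57.5 uM final), then substrate plus GAPDH/TPI/NAD/arsenate coupling system with diaphorase/resazurin was added; resorufin fluorescence (525/598 nm) was read after 20 min.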
Pf growth 96h – P. falciparum growth inhibition at 96 hour, primary screen for plastid delayed-death inhibitors | Potency, µM (titrated, usually from 28.7 µM), for inactives: at the highest dose activity change, negative = inhibition, hits mostly inhibitors | AID 504834 | actives 6.9% (n = 320,000) | P. falciparum luciferase reporter growth, 96 h; note: potency is the fitted concentration of half-maximal effect; % is set by controls: 0 for no effect and ±100 for the full control effect
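Parasite growth measured via integrated firefly luciferase reporter in P. falciparum. Infected erythrocytes at 2% hematocrit, 0.05% parasitemia final were treated 96 hours at 37 C under 5% CO2, and luminescence was read.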
CHX counter – affects cycloheximide protein synthesis inhibition readout, counter-screen | max response, % | AID 2314 | cell reporter, cycloheximide protein synthesis inhibition counterscreen | actives 12% (n = 300,000); in the data active = max response mostly above about 13%, no sharp cut-off; inactive = mostly below about 14%; note: read at 38.3 µM for the half of the compounds with a filed dose; 0% is about no effect
Pf growth 48h – inhibits P. falciparum growth in the first generation, 48 h; P. falciparum luciferase growth in erythrocytes, 48 h; AID 504832; actives 5.9% (n = 310,000); Potency, µM (doses to about 28.7 µM), inactives show at the highest dose activity change, negative = inhibition, most hits filed as inhibitors; note: potency is the fitted concentration of half-maximal effect; % is set by controls: 0 for no effect and ±100 for the full control effect
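Read-out is firefly luciferase luminescence from an integrated reporter in P. falciparum, so falling signal marks reduced parasite growth. Infected erythrocytes were at 2% hematocrit and 0.1% parasitemia (final) in Albumax-supplemented RPMI 1640.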
Shiga toxin inh – inhibitors of Shiga toxin in Vero cells | Vero cells, Shiga toxin protein synthesis inhibition reporter | inhibition, % at 38.7 µM | actives 9.2% (n = 290,000) | AID 2315; in the data active = inhibition mostly above about 28%, no sharp cut-off; inactive = mostly below about 43%; note: 0% is about no effect
Sm TGR inh – blocks Schistosoma mansoni thioredoxin glutathione reductase | purified TGR, DTNB reduction, TNB absorbance 405 nm | AID 485364 | Q962Y6 | actives 3% (n = 360,000) | Potency, µM (top dose mostly 114 µM), inactives show at the highest dose activity change, negative = inhibition, usual class: inhibitors; note: potency is the fitted concentration of half-maximal effect; % is set by controls: 0 for no effect and ±100 for the full control effect; nearly all actives have a fitted effect of over 60% in size
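TGR 20 nM + NADPH 100 uM (dispensed conc.), cpd preinc 15 min RT; start with NADPH (500 uM addition) then DTNB (15 mM addition). Kinetic TNB absorbance, 405 nm filter. Four-parameter Hill fit across titration.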
Active calls of the source: *; ? = inconclusive; . = not tested or not shown; & = joins results of further samples; [ ] = dose if it differs, or a comment. Unless noted, calls come from the whole dose curve; as a rule, active = well fitted curve in the direction sought with a large enough effect; inconclusive = small, poorly fitted or top-dose-only effect, or another doubt; inactive = no such curve, though single readings can be large; an effect the other way counts as inactive or inconclusive.

item | smiles | FBPA Giardia inh | Pf growth 96h | CHX counter
1 | CC1Sc2ccc(C(=O)Nc3cc(S(C)(=O)=O)ccc3Cl)cc2NC1=O (stereo not drawn) | . | ? | .
2 | N#C/C(=C\c1ccc(OC(=O)c2ccc(Cl)s2)cc1)c1nc2ccccc2[nH]1 | 5% | ? | 50*
3 | COc1ccc(/C(O)=C2/C(=O)C(=O)N(CC3CCCO3)C2c2ccc(O)c(OC)c2)cc1 (stereo not drawn) | -18% | ? | 2
4 | CC(OC(=O)C1CCN(S(=O)(=O)c2ccc(Cl)cc2)CC1)C(=O)N1CCc2ccccc21 (stereo not drawn) | 1% | . | -1
5 | CCn1c(SCC(=O)N2CCCC(C)C2)nc2c1c(=O)n(C)c(=O)n2C (stereo not drawn) | 7% | -12% | -4
6 | COc1cc(N=c2ssnc2Cl)c(OC)cc1Cl | ? | ? | -2
7 | COc1ccc(C(=O)N=c2sc3ccccc3n2C)cc1 | -29% | 463%[activator] | 53*
8 | COc1cccc(OC)c1C(=O)OCC(=O)N(c1ccccc1)C1CCCCC1 | . | ? | .

item | Pf growth 48h | Shiga toxin inh | Sm TGR inh
1 | ? | . | -14%
2 | 1% | 17* | 4%
3 | 20% | -2 | 13%
4 | ? | -5 | -5%
5 | ? | -4 | -6%
6 | 29%&3% | -9 | ?
7 | 351%[activator] | 107* | 5%
8 | ? | . | -6%

Additional structures follow.
item | smiles | FBPA Giardia inh | Pf growth 96h | CHX counter
9 | CCC(Sc1nc(=O)cc(N)n1-c1ccccc1)C(=O)Nc1cc(C)on1 (stereo not drawn) | -4% | 7% | 1
10 | CCCCCCCC(=O)Nc1cc(C(=O)NCc2ccc(C)cc2)ccc1N1CCC2(CC1)CC(c1ccccc1)=NO2 | 8% | ? | 1
11 | COc1cc2[nH]c(=S)nc(Nc3ccc(NC(C)=O)cc3)c2cc1OC | 4% | 40%[activator] | -1
12 | Cc1ccc(-c2noc(CCC(=O)Nc3ccccc3C)n2)cc1 | -2% | -3% | -1
13 | CCOC(=O)c1ccc(NC(=O)CCc2nnc3ccc(N4CCCC4)nn23)cc1 | . | 3% | 1
14 | CC1CCCC(NC(=O)c2cc(-c3ccncc3)nc3ccccc23)C1C (stereo not drawn) | . | -15% | .
15 | COc1cccc(Oc2nccc(N(C)C)c2C#N)c1 | 5% | 81%[activator] | 15*
16 | CCc1nc2ccccc2c(=O)n1NC(=O)c1c(O)c2cccc3c2n(c1=O)CCC3 | 3% | 16% | -1

item | Pf growth 48h | Shiga toxin inh | Sm TGR inh
9 | 13% | 34 | 5%
10 | -15% | 2 | -3%
11 | -10% | 18 | 6%
12 | -13% | 6 | 0%
13 | -19% | -10 | 0%
14 | -9% | . | -15%
15 | 108%[activator] | 39* | 9%
16 | 14% | -1 | 8%

Remaining list, next part.
item | smiles | FBPA Giardia inh | Pf growth 96h | CHX counter
17 | O=C(Nc1ccc2c(c1)OCCO2)c1cncc(Br)c1 | -5% | 57%[activator] | 23*
18 | CCOCCCNC(=O)c1c[nH]c2ccc(C)cc2c1=O | 1% | ? | 1
19 | Cc1cc(F)ccc1S(=O)(=O)N1CCCOC1CNC(=O)C(=O)NCCCN1CCOCC1 (stereo not drawn) | . | ? | 9
20 | CCCCn1c(SCC(=O)Nc2ccc(NC(C)=O)cc2)nc2ccccc2c1=O | 6% | ? | -3
21 | Cc1nc(SCc2nnc(-c3ccc(Cl)cc3)o2)c2c3c(sc2n1)CCC3 | 3% | -16% | -1
22 | O=c1cc(-c2ccccc2)[nH]c2[nH]n(-c3ccccc3)c(=O)c12 | -9% | -11%[5.75 µM] | -3
23 | COc1ccc(S(=O)(=O)N2CCCCC2)cc1NC(=S)Nc1cccc(Cl)c1C | 0% | ? | -4
24 | CN(C)C=NC(=O)c1[nH]c2ccc(Cl)cc2c1-c1ccccc1 | -7% | -7% | 5

item | Pf growth 48h | Shiga toxin inh | Sm TGR inh
17 | -15% | 58 | 8%
18 | -3% | 12 | 0%
19 | 8% | -13 | -16%
20 | -2% | -3 | 3%
21 | 12% | -8 | 6%
22 | ? | -8 | -3%
23 | -7% | -11 | -17%
24 | ? | -8 | 8%

Next section.
item | smiles | FBPA Giardia inh | Pf growth 96h | CHX counter
25 | CCOC(=O)c1cccc(NC(=O)c2cnc3ccccc3n2)c1 | -11% | 44%[activator] | 35*
26 | CCCn1nc2cc(C(=O)NCC34CC5CC(CC(C5)C3)C4)ccc2c1OCC | 1% | ? | 3
27 | COc1ccc(CNC(=O)CN(C(=O)c2csnn2)c2ccccc2F)cc1 | 11% | -47% | -5
28 | COc1ccc(C(=O)COC(=O)CCN2C(=O)C3CC=CCC3C2=O)c(OC)c1 (stereo not drawn) | . | 64%[activator] | .
29 | COc1ccccc1CN1CCN(C(=O)Cc2ccccc2)CC1 | 18µM* | ? | -3
30 | O=C(CSc1nnc(NC(=O)C2CCC2)s1)NC1CC1 | 5% | 9% | -2
31 | O=C(CSc1nnc(NC(=O)C2CC(=O)N(c3ccccc3)C2)s1)NCC1CCCO1 (stereo not drawn) | ? | 3% | -2
32 | C/C=C/CSc1nc2c(c(=O)[nH]c(=O)n2C)n1C(C)C | 2% | -8% | -4

item | Pf growth 48h | Shiga toxin inh | Sm TGR inh
25 | ? | 57 | -5%
26 | 12µM* | 10 | 2%
27 | 18% | -8 | -2%
28 | 33%[activator] | . | -13%
29 | 0% | 10 | -3%
30 | 13% | 2 | 4%
31 | 0% | -5 | -20%
32 | -12% | -17 | 0%

Next results follow:
item | smiles | FBPA Giardia inh | Pf growth 96h | CHX counter
33 | C/C(=N\NC(=O)c1nn(C)cc1Br)c1ccc(NC(=O)c2ccncc2)cc1 | 4% | 4.1µM* | 59*
34 | Cc1ccc2c(c1C)NC(C)CC2C (stereo not drawn) | -29% | ? | 1
35 | COc1ccc(/C=C(/NC(=O)c2ccco2)C(=O)Nc2cccc(C(=O)O)c2)cc1 | 14% | -14% | -3
36 | CCCCN(C)C(=O)c1nc2ccccn2c1CN1CCN(C(=O)c2cccs2)CC1 | 5% | ? | 1
37 | CCCC(=O)c1c[nH]c(C(=O)NCc2cccnc2)c1 | 3% | 1% | -5
38 | Cc1ccnc2nc(C(=O)Nc3nccs3)nn12 | -18% | . | 22*
39 | O=C(NCC(c1ccc(F)cc1)N1CCOCC1)c1ccc(Br)o1 (stereo not drawn) | 11% | ? | -7
40 | CCCCn1cnc2cc(C)c(C)cc21 | 1% | 0% | -3

item | Pf growth 48h | Shiga toxin inh | Sm TGR inh
33 | 1% | 105* | 5%
34 | 13µM* | -4 | -9%
35 | 0% | 6 | -7%
36 | -7% | 11 | -26%
37 | 14% | -8 | .
38 | 69%[activator] | 29 | -10%
39 | -12% | -6 | -33%
40 | ? | 21 | 9%

The list continues:
item | smiles | FBPA Giardia inh | Pf growth 96h | CHX counter
41 | O=C(NCc1ccccc1)c1onc(CSc2nc3ccccc3[nH]2)c1C(=O)NCc1ccccc1 | 1% | 1.9µM* | 0
42 | Cc1ccccc1C(=O)N1CCC(C(=O)Nc2ccc(S(=O)(=O)N3CCCC3)cc2)CC1 | -6% | . | -5
43 | N#Cc1cc(C(=O)c2cc(Cl)ccc2O)cn(CC2CCCO2)c1=O (stereo not drawn) | 11% | ? | 4
44 | Cc1ccccc1OCC(=O)NNC(=O)c1ccc(-c2ccccc2)cc1 | 10% | 20% | -3
45 | Cc1cc(C)nc(SCC(=O)NN=C2CCCC2)n1 | -8% | 79%[activator] | -7
46 | COc1ccccc1C(=O)OCC(=O)N1CCC(Cc2ccccc2)CC1 | . | -11% | .
47 | C=CCOC(=O)C(C#N)c1nc2ccccc2nc1N1CCN(c2ccccc2OCC)CC1 (stereo not drawn) | -5% | 9.3µM* | -8
48 | O=c1c2ccccc2sn1-c1ccc(F)cc1 | . | ? | .

item | Pf growth 48h | Shiga toxin inh | Sm TGR inh
41 | 1.2µM* | -4 | -19%
42 | ? | 6 | -5%
43 | ? | 11 | 0%
44 | 9% | -2 | -11%
45 | -7% | -5 | 0%
46 | 1% | . | 4%
47 | 9.3µM* | -10 | -7%
48 | 10µM* | . | -15%

(next part)
item | smiles | FBPA Giardia inh | Pf growth 96h | CHX counter
49 | C=CCn1c(SCC(=O)NCCCC)nc2scc(-c3ccco3)c2c1=O | -5% | ? | -1
50 | Cc1sc(NC(=O)CS(=O)(=O)c2ccccc2)c(C(N)=O)c1C | . | 47%[activator] | .
51 | Cc1ccccc1NC(=O)CN1C(=O)S/C(=C/c2cccnc2)C1=O | . | 53%[activator] | 0
52 | CCn1cc(C2=NOC(C(=O)Nc3ccccc3C(=O)OC)C2)c(C)n1 (stereo not drawn) | 12%[12.9 µM] | -1% | -1
53 | Cc1ccc2cc(CCNC(=O)C3CCCCC3)c(=O)[nH]c2c1C | 12% | ? | -1
54 | CC(C)Oc1ccc(C(=O)Nc2nnc(C3=COCCO3)o2)cc1 | . | ? | .
55 | CCOc1ccccc1Nc1nc2ccccc2n1C(C)C | -2% | 33%[activator] | -2
56 | Cc1cccc(NC(=O)CSCC(=O)Nc2ccc(S(=O)(=O)N3CCCCC3)cc2)c1 | . | -23% | .

item | Pf growth 48h | Shiga toxin inh | Sm TGR inh
49 | 13µM* | -3 | 14µM*
50 | 56%[activator] | . | -20%
51 | ? | -11 | 6%
52 | 16% | 23 | 8%
53 | 2% | -8 | -1%
54 | -25% | . | 2%
55 | ? | 14 | 3%
56 | ? | . | -18%

(list continues)
item | smiles | FBPA Giardia inh | Pf growth 96h | CHX counter
57 | Brc1ccc(-c2noc(COc3ccc4c(c3)CCC4)n2)o1 | 0% | ? | 7
58 | COc1cc(NC2CCCCC2O)c2nc(-c3ccc(Cl)cc3)ccc2c1 (stereo not drawn) | ? | 1.9µM* | 85*
59 | CC(=O)Nc1cccc(-c2csc(Nc3ccc(Cl)cn3)n2)c1 | -5% | 6% | 46*
60 | COc1cccc(/C=N/Nc2snc(SC)c2C#N)c1 | -1% | ? | 27*
61 | O/N=C/c1cn(-c2ccccc2)nn1 | 1% | 99%[activator] | 27*
62 | COc1ccc(Cl)cc1NC(=O)CCN1CCN(C)CC1 | -10% | ? | -2
63 | CCc1cc(CNC(=O)C2CCC(=O)N(Cc3cccc(F)c3)C2)on1 (stereo not drawn) | . | 12µM* | 1
64 | COc1cc(NCC(=O)Nc2cccc(S(=O)(=O)N3CCCCC3)c2)cc(OC)c1OC | . | ? | .

item | Pf growth 48h | Shiga toxin inh | Sm TGR inh
57 | 10% | 18 | -31%
58 | 1.9µM* | 134* | 5%
59 | -5% | 146* | .
60 | 41%[activator] | 67* | -5%
61 | 50%[activator] | 37 | 6%
62 | . | 13 | 0%
63 | 21% | -6 | 1%
64 | 1.9µM* | . | -16%

Assay outcomes (PubChem BioAssay)
